Menin-MLL TR inh = displaces Texas Red mutant MLL peptide from human menin. O00255. Menin + Texas Red MLL mutant peptide, fluorescence polarization. Potency, µM (top dose mostly 61.6 µM), for inactives: at the top dose FP activity change, negative = inhibition, usual class: inhibitors. hit rate 0.23% among 270,000; active means well fitted inhibition curve with a large enough effect in the polarisation, with a control signal flat, not every such curve was filed as active; inconclusive means small, poorly fitted or top-dose-only effect, or effect the other way, or a change in a side signal; inactive means no such curve, though single readings can be large or run the other way; the % refers to the polarisation; further: potency means the concentration at half of the fitted maximal effect; % of control where 0% means no effect; many of its hits are not listed in these tables
Target sequence (O00255 whole entry, looked up): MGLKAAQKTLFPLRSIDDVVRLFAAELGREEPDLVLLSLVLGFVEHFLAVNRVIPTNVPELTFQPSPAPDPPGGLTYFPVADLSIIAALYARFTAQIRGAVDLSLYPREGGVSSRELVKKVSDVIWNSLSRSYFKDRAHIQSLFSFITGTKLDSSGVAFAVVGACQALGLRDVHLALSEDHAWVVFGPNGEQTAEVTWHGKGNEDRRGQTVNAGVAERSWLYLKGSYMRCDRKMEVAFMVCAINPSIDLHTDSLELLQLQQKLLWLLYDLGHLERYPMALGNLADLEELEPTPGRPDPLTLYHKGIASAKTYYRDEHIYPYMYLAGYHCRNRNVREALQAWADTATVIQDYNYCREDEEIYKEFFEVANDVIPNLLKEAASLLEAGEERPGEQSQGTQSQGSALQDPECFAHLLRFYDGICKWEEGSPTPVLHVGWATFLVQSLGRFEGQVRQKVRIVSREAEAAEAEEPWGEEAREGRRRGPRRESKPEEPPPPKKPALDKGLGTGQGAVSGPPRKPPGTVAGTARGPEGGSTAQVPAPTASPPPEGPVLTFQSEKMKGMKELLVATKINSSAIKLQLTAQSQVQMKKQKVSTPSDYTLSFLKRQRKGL
Giardia kill = kills Giardia lamblia; hit rate 0.15% among 340,000; AID 540267; activity change, % at 7.66 µM, hits read low; Giardia lamblia trophozoite viability; in the data active means activity change below about -80%; inconclusive means between about -30% and that limit;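 further: parasites exposed to compound for two days anaerobically before the ATP read; on the % scale 0 is the no-effect control and ±100 the full control effect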
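Trophozoite viability was measured as ATP-dependent luminescence, read 15-30 min after reagent addition. Before that, parasites at 100 cells/well were exposed to compounds for 48 h, anaerobically, at 37 deg C.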
RORgamma inh = inhibitors of mouse ROR gamma transcriptional activity; hit rate 5.4% among 310,000; P51450; Drosophila S2 Gal4-RORgamma UAS-luciferase reporter, 20 h; Potency, µM (series often up to 53.6 µM), without a hit: at the highest dose activity change, negative = inhibition, usual class: inhibitors; further: potency means the concentration at half of the fitted maximal effect; on the % scale 0 is the no-effect control and ±100 the full control effect; nearly all actives have a fitted effect of over 60% in size
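Luminescence from a UAS-regulated Photinus luciferase reporter in stably transfected Drosophila Schneider cells is measured; decreased signal marks ROR gamma inhibition. Fusion expression is induced by 700 uM copper sulfate for 20 hr.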
FLuc modulator = inhibits or activates purified firefly luciferase, miR-21 counter-screen; P08659; purified FLuc, Km substrates, luminescence inhibition; hit rate 6.9% among 360,000; Potency, µM (series often up to 57.5 µM), inactives show top-dose activity change, negative = inhibition, actives largely listed as inhibitors;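 further: potency means the concentration at half of the fitted maximal effect; plate controls were vehicle for no effect and reference inhibitor for full effect; nearly all actives have a fitted effect of over 55% in size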
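Purified P. pyralis luciferase, 10 nM final, with Km-level 10 uM D-luciferin and 10 uM ATP in 50 mM Tris acetate pH 7.5, 10 mM Mg acetate, 0.01% Tween-20, 0.05% BSA; 6-point qHTS titration about 60 µM downward; luminescence read.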
Gal4-VP16 FLuc = counter-screen for ROR gamma inhibitors: Gal4-VP16 reporter; Drosophila S2 Gal4-VP16 UAS-luciferase, luminescence, 20 h; Potency, µM (series often up to 53.6 µM), without a hit: at the top dose activity, negative = inhibition, hits mostly inhibitors; hit rate 3.5% among 310,000; AID 2546;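 further: Gal4-VP16 expression switched on by copper sulfate through the metallothionein promoter; potency means the concentration at half of the fitted maximal effect; on the % scale 0 is the no-effect control and ±100 the full control effect; nearly all actives have a fitted effect of over 50% in size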
ELG1 genotoxic = inducers of genotoxicity in HEK293T ELG1-luciferase cells. HEK293T ELG1-luciferase reporter, luminescence, 16 h. Potency, µM (doses to about 46 µM), for inactives: at the highest dose activity change, positive = activation, hits mostly activators. hit rate 1.3% among 330,000. AID 504466; further: potency means the concentration at half of the fitted maximal effect; % of control where 0% means no effect; nearly all actives have a fitted effect of over 60% in size
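After overnight (16 hr) compound treatment at 37 °C, ELG1-luciferase HEK293T cells were lysed with ONE-Glo; luminescence quantified 30 min later at room temperature.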
p53 reactivation = mutant p53 re-activation in reporter cells; H1299 p53-A138V BP100-luciferase reporter, luminescence, 24 h; Potency, µM (top dose mostly 92.2 µM), inactives show at the top dose activity change, positive = activation, actives largely listed as activators; hit rate 0.063% among 320,000; further: potency means the concentration at half of the fitted maximal effect; % of control where 0% means no effect; nearly all actives have a fitted effect of over 45% in size
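H1299 (p53-null), stable ts p53-A138V + BP100-Luc; 1000 cells/well, Opti-MEM/10% FBS; cpd 4 pt, 1:5; 24 h, 37 deg C, 5% CO2; detection reagent 10 min RT; luminescence.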
PKM2 act = increases activity of human pyruvate kinase M2; P14618; purified PKM2, Kinase-Glo ATP luminescence, activation; response scale: 0% is enzyme alone, no compound; Potency, µM (top dose mostly 57.5 µM), for inactives: at the top dose activation, most hits filed as activators; hit rate 0.34% among 260,000; further: potency means the concentration at half of the fitted maximal effect; on the % scale 0 is the no-effect control and ±100 the full control effect; nearly all actives have a fitted effect of over 55% in size
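ATP formation by purified human PK-M2, quantified via coupled luciferase luminescence after 1 h at room temperature with 0.1 mM ADP and 0.5 mM PEP final.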
BRCA1 expr act = BRCA1 expression activation; MCF7-BRCA1-FFLuc reporter, luminescence, 48 h; response scale: scaled: vehicle 0%, 10 µM genistein 100%; Potency, µM (doses to about 46.1 µM), inactives show top-dose activation, hits mostly activators; hit rate 1.1% among 380,000; AID 624202; further: potency means the concentration at half of the fitted maximal effect; nearly all actives have a fitted effect of over 80% in size; some results filed as inactive show a strong effect at the top dose
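Luminescence from a BRCA1-driven firefly luciferase in MCF7 cells was the read-out, taken 15 min after substrate addition following 48 h compound exposure at 37 °C. Data were normalized to a 10 microM genistein control and DMSO vehicle.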
Rab9 promoter act = activators of Rab9 promoter. Huh7 Rab9 promoter-luciferase reporter, luminescence, 24 h. hit rate 2.8% among 320,000. Potency, µM (doses to about 9.22 µM), without a hit: top-dose activation, negative = inhibition, hits mostly activators. AID 485297; further: potency means the concentration at half of the fitted maximal effect; % of control where 0% means no effect; nearly all actives have a fitted effect of over 60% in size
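Measured in stably transfected Huh7 cells bearing a Rab9 promoter–luciferase construct: 24 h compound treatment at 37 °C, followed by luminescence detection.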
NPC1 promoter act = activators of NPC1 promoter. hit rate 2.4% among 320,000. Huh7 NPC1 promoter luciferase reporter, 24 h. Potency, µM (doses to about 9.22 µM), without a hit: at the highest dose activation, actives largely listed as activators;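 further: potency means the concentration at half of the fitted maximal effect; % of control where 0% means no effect; nearly all actives have a fitted effect of over 60% in size; reporter is driven by a mutant NPC1 promoter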
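Compounds in DMSO were transferred onto Huh7 NPC1-luciferase reporter cells pre-incubated 2 h; after 24 h at 37 °C, Amplite reagent was dispensed and luminescence recorded 10 min later.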
The depositor's hits bear a star; ? = inconclusive; . = not tested or not shown; & = joins results of further samples; [ ] = dose if it differs, or a comment. Unless noted, the call rests on the fitted dose curve; in most records, active means well fitted curve in the direction sought with a large enough effect; inconclusive means small, poorly fitted or top-dose-only effect, or another doubt; inactive means no such curve, though single readings can be large; an effect the other way counts as inactive or inconclusive. The list is partial; rates above refer to the full screens.

SMILES	Menin-MLL TR inh	Giardia kill	RORgamma inh	FLuc modulator	Gal4-VP16 FLuc	ELG1 genotoxic	p53 reactivation	PKM2 act	BRCA1 expr act	Rab9 promoter act	NPC1 promoter act
Cc1ccc2c(c1)C(=O)C(=O)N2CC1COc2ccccc2O1 (stereo not drawn)	0%	-5	?	?	12%	3%	14%	.	-34%	1%	4%
c1cncc(-c2nnc3sc(-c4ccco4)nn23)c1	-13%	5	29%	2%	0%	-3%	-1%	-5%	5%	1%	-6%
COc1ccc(-c2[nH]c(-c3ccc(F)cc3)nc2SCC(=O)NCc2ccco2)cc1OC	9%[11.7 µM]	12	0%	4%	-17%	-5%	-5%	-13%	-31%	-15%	1%
CC1(C)CC(=O)C=C(NCCN2CCN(C(=S)Nc3ccc(F)cc3)CC2)C1	.	1	-7%	3%	2%	-4%	-4%	3%	0%	0%	1%
O=C(Cn1cc2c(n1)CCCCC2)N1CCCCC1	10%	-14	17%	0%	-18%	14%	?	-4%	68%	20%	12%
CCOC(=S)N/C(=N\S(=O)(=O)c1ccc(C)cc1)c1ccccc1	-20%	-23	-33%	-1%	-8%[0.365 µM]	0%	-9%	0%	-7%	-7%	6%
O=C(Nc1c(S(=O)(=O)c2ccccc2)csc1Br)c1ccccc1Cl	.	6	22%	0%	2%	-2%	-2%	15%	-7%	0%	-7%
CN1CCN(c2ccc(CNS(=O)(=O)c3ccccc3)cc2)CC1	.	-10	0%	1%	-1%	-6%	2%	-1%	11%	-1%	-2%
COc1ccc(Cl)cc1NC(=O)C(C)Sc1nnc(C2CC2)n1C1CC1 (stereo not drawn)	.	3	.	.	.	-5%	-16%	.	-18%	-5%	-1%
O=C(CCCC(=O)n1cnc2ccccc21)n1cnc2ccccc21	-3%	2	-2%	4%	-3%	3%	2%	14%	30%	4%	-11%
O=C1Cc2ccccc2C(=O)N1Cc1ccccc1	?	-8	1%	-2%	-5%	2%	0%	3%	2%	-2%	-3%
COc1ccc(NC(=O)CN2C(=O)C(C)SC(C)C2=O)c(OC)c1 (stereo not drawn)	-12%	-3	-11%	-3%	-4%	-4%	-9%	-10%	21%	-1%	-1%
CCCOc1ccc(-c2csc(N)n2)cc1[N+](=O)[O-]	-5%	-6	?	11µM*	-1%	?	?	6%	7.9µM*	2.8µM*	?
Cc1ccc(Cl)c(OCC(=O)NCc2ccco2)c1	8%	9	17%	?	14%	21%	12%	-3%	31%	22%	9%
Nc1ccc(Br)cc1Br	12%	13	9%	4%	6%	-1%	0%	1%	9%	-6%	2%
COc1ccc(-c2ncnc(C(F)(F)F)c2-c2csc(C)n2)c(O)c1	.	?	2%	1%	-6%	-5%	-1%	-3%	-10%	-9%	-2%
COc1cc(NC(=O)C2CCCN(c3ncnc4c3nc3n4CCCCC3)C2)cc(OC)c1OC (stereo not drawn)	-16%	24	6%	1%	-23%	-1%	0%	.	-25%	0%	-4%
COc1cccc(CN2CCN(C(=O)c3cccc4ccccc34)CC2)c1	-18%	1	-8%	0%	2%	-1%	6%	3%	5%	-4%	-1%
COc1cccc(CNC(=O)CN2C(=O)CSc3ccc(S(=O)(=O)N4CCCC4)cc32)c1	-22%	-8	7%	-7%&3%	-9%	-2%	-1%	-5%	2%	-4%	-2%
COc1ccc(CCNC(=O)c2cnc3ccccn3c2=O)cc1	-1%	-9	29%	?	1%	3%	13%	-3%	36%	9%	6%
CCCC(=O)Nc1nnc(SCC)s1	-1%	14	?	1%	4%	10%	16%	-1%	14%	-2%	2%
COc1ccc(C(O)Cn2c(=N)n(CCCN(C)C)c3ccccc32)cc1 (stereo not drawn)	-4%	-4	-1%	2%	-6%	1%	7%	-1%	-10%	-5%	0%
Cn1ncc(C#N)c1NC(=O)C1CC(c2ccccc2Cl)=NO1 (stereo not drawn)	.	36[activator]	-2%	-17%	0%	0%	-3%	-9%	5%	-2%	0%
Cc1cccc(Cn2nc(C)cc2NC(=O)CCCn2ccc([N+](=O)[O-])n2)c1	-1%	4	5%	-1%	2%	-2%	6%	4%	-4%	-10%	-2%
COc1ccc(OC)c(-n2nnnc2SCC(=O)NCc2ccc3c(c2)OCO3)c1	-30%	14	5%	-1%	-1%	-8%	-13%	4%	14%	-4%	-4%
Cc1ccn2c(=O)nc(SCC(=O)N3CCCC3)nc2c1	.	-9	.	8%	.	1%	9%	.	-5%	3%	1%
CC1=NN(c2ccccc2)C(=O)/C1=C\C=C1/N(C)c2ccccc2C1(C)C	3%	24	?	?	?	-9%	-5%	4%	-16%	-2%	0%
Cc1cc(C)c(Cn2c(=O)n(CCCC(=O)NCc3ccco3)c(=O)c3sccc32)c(C)c1	?	12	-22%	2%	-16%	18%	-2%	-3%	-59%	2%	-1%
COc1cc(/C=C/c2[nH]c(=O)[nH]c(=O)c2[N+](=O)[O-])ccc1OCCC(C)C	?	20	-4%	?	-7%	3%	-6%	7%	-92%[inhibitor]	7%	-7%
CCN(CC)S(=O)(=O)c1ccc(C(=O)Nc2ccc(Cc3ccncc3)cc2)cc1	34%[activator]	-2	5.6µM*	-1%	3.5µM*	-16%	-4%	3%	-30%	-30%[inhibitor]	-23%
O=C(C[n+]1ccc2ccccc2c1)c1ccccc1	.	-6	12%	-1%	-7%	-6%	6%	7%	-13%	-3%	-1%
C#CC[N+](C)(C)CCCCCCCCCC	-7%	-16	?	4%	-3%	-5%	3%	3%	-64%	-26%	-26%
CCCCc1nnc(NC(=O)C(C)Sc2nc(C)cc(=O)[nH]2)s1 (stereo not drawn)	15%	-1	7%	-1%	8%	-2%	2%	2%	6%	-8%	-4%
COc1cc2c(cc1NC(=O)c1cccc(Br)c1)CCCC2	12%	5	24%	-17%	-3%	1%	-16%	-1%	-48%	9%	0%
CCOCCCNS(=O)(=O)c1ccc(NC(=O)c2ccc(OC)c([N+](=O)[O-])c2)cc1	3%	3	-10%	0%	1%	4%	0%	-2%	-13%	-3%	-4%
CCOC(=O)C1=C(C)NC(=O)NC1c1cn(-c2ccccc2)nc1-c1cccs1 (stereo not drawn)	2%	-7	-3%	-10%	2%	-2%	-8%	-1%	-26%	6%	1%

Rewritten with values under each structure: entries from further up.
Below each compound: Menin-MLL TR inh, Giardia kill, RORgamma inh, FLuc modulator, Gal4-VP16 FLuc, ELG1 genotoxic, p53 reactivation, PKM2 act, BRCA1 expr act, Rab9 promoter act, NPC1 promoter act
- Cc1ccn2c(=O)nc(SCC(=O)N3CCCC3)nc2c1
  ., -9, ., 8%, ., 1%, 9%, ., -5%, 3%, 1%
- CC1=NN(c2ccccc2)C(=O)/C1=C\C=C1/N(C)c2ccccc2C1(C)C
  3%, 24, ?, ?, ?, -9%, -5%, 4%, -16%, -2%, 0%

Later entries.
SMILES	Menin-MLL TR inh	Giardia kill	RORgamma inh	FLuc modulator	Gal4-VP16 FLuc	ELG1 genotoxic	p53 reactivation	PKM2 act	BRCA1 expr act	Rab9 promoter act	NPC1 promoter act
CC(C)OCCCNCc1cccs1	-17%	10	0%	4%	-5%	-3%	14%	0%	20%	-6%	-1%
CC(C)NS(=O)(=O)c1ccc(CCC(=O)N2CCCC2)cc1	8%	-26	-16%	-16%	-12%	0%	-2%	1%	0%	-7%	1%
CC(C)(C)NCC1(CO)SC(N)=NC1=O (stereo not drawn)	-8%	-4	-8%	0%	2%	-8%	-30%	19%	-15%	-4%	0%
Cc1ccc(Sc2c(C)nn(C(=O)C3CC3)c2C)cc1	?	-24	?	1%	?	-1%	10%	2%	-4%	3%	2%
O=S1(=O)CC2N=C(N(Cc3c(F)cccc3Cl)c3ccccc3F)SC2C1 (stereo not drawn)	12%	-20	42%	7%	-6%	0%	-4%	1%	-7%	-5%	-3%
CCN(CC)CCCNC(=O)C1c2cc(OC)c(OC)cc2C(=O)N(C)C1c1cccnc1 (stereo not drawn)	3%	-3	3%	0%	-3%	13%	-2%	-6%	13%	0%	-4%
O=C(c1cnc(N2CCN(c3ccccn3)CC2)c2ccccc12)N1CCN(c2cccc(Cl)c2)CC1	?	4	?	-8%	1.6µM*	-20%	-1%	9%	-26%	-26%	-27%
CN(C)c1ccc(-c2cc([C@H]3[C@@H]4C=CCC[C@@]4(C)C(=O)N3Cc3ccccc3)ccc2F)cc1	.	-24	-1%	-3%	-2%	-2%	0%	-4%	-20%	-9%	-3%
